Source: PubChem BioAssay (National Center for Advancing Translational Sciences (NCATS))
Tau FP inhib – qHTS for Inhibitors of Tau Fibril Formation, Fluorescence Polarization | Microtubule-associated protein tau (Homo sapiens), P10636 | AID 1468, 2008 | 280,000 compounds, 0.39% hits | K18 P301L tau heparin fibrillization, Alexa594 FP, 6 h | Potency, µM (top dose mostly 57.7 µM), inactives show at the highest dose activity, negative = inhibition, hits mostly inhibitors; further: potency means the concentration at half of the fitted maximal effect; on the % scale 0 is the no-effect control and ±100 the full control effect; nearly all actives have a fitted effect of over 55% in size
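K18 P301L tau (15 uM unlabeled/0.24 uM Alexa 594-labeled, final) + compound + heparin 20 uM final; 100 mM NaOAc pH 7; 6 hr 37 C; ThT 30 uM final added, 1 hr RT; FP ex 555/em 632 nm.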
Tau fluor counter – Counterscreen qHTS for Inhibitors of Tau Fibril Formation, Fluorescence Polarization; 280,000 compounds, 0.93% hits; tau K18 P301L Alexa594 fluorescence, heparin fibrillization; Potency, µM (titrated, usually from 57.7 µM), for the others: at the top dose activity change, negative = decrease; further: potency means the concentration at half of the fitted maximal effect; on the % scale 0 is the no-effect control and ±100 the full control effect; nearly all actives have a fitted effect of over 55% in size
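Human tau K18 P301L (15 uM unlabeled, 0.24 uM Alexa 594-labeled) in 100 mM sodium acetate pH 7 with 20 uM heparin, 6 hr at 37 C. ThT 30 uM added, 1 hr ambient; Alexa 594 FP and total fluorescence read at 555/632 nm.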
TRb-SRC2 inh – qHTS for Inhibitors of the Interaction of Thyroid Hormone Receptor and Steroid Receptor Coregulator 2; TRbeta-SRC2 peptide binding, fluorescence polarization; receptor liganded with 1 µM T3; Potency, µM (doses to about 106 µM), inactives show top-dose activity change, negative = inhibition, most hits filed as inhibitors; 280,000 compounds, 0.065% hits; AID 1469, 2008;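 further: potency means the concentration at half of the fitted maximal effect; plate controls were bound peptide for no effect and peptide without receptor for full effect; nearly all actives have a fitted effect of over 50% in size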
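Polarization signal, normalized between peptide-alone and full complex controls, measured compound effects on T3-liganded human TRb LBD (0.6 uM) binding 20 nM Texas Red SRC2 peptide after 5 hr.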
TexasRed fluor – Total Fluorescence Counterscreen for Inhibitors of the Interaction of Thyroid Hormone Receptor and Steroid Receptor Coregulator 2 | TRb/SRC2 Texas Red total fluorescence interference | Potency, µM (titrated, usually from 106 µM), inactives show at the top dose fluorescence change, negative = quenching | 280,000 compounds, 0.29% hits | AID 1479, 2009; active means well fitted curve in either direction with a large enough effect; inconclusive means small, poorly fitted or top-dose-only effect; further: potency means the concentration at half of the fitted maximal effect; on the % scale 0 is the no-effect control and ±100 the full control effect
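Human TRβ ligand-binding domain (0.6 uM) and Texas Red SRC2 peptide (20 nM) in Tris buffer with 1 uM T3 and 5% DMSO were incubated with pinned compound for 5 hr at ambient temperature. Total fluorescence was computed as S + 2P (555/632 nm).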
CBFb RUNX1 block – qHTS Assay for Compounds Blocking the Interaction Between CBF-beta and RUNX1 for the Treatment of Acute Myeloid Leukemia; AID 1477, 2009; AlphaScreen CBFb-His/RUNX1-biotin binding, biochemical; Potency, µM (series often up to 59.8 µM), without a hit: at the top dose activity, negative = inhibition, most hits filed as inhibitors; 230,000 tested, under 10 active; further: % of control where 0% means no effect
Target sequence (Q01196 whole entry, looked up): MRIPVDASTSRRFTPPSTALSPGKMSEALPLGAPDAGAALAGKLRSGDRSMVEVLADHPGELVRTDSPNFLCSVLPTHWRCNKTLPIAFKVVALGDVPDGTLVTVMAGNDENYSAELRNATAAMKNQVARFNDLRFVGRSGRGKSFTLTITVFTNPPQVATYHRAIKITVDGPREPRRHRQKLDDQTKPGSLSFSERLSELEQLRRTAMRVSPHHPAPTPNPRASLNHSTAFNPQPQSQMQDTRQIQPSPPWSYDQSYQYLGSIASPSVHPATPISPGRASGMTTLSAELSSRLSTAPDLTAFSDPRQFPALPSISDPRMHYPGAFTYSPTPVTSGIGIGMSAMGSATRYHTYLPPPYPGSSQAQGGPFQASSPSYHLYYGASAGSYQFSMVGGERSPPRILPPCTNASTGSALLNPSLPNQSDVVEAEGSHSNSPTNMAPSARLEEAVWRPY
Target sequence (Q13951 whole entry, looked up): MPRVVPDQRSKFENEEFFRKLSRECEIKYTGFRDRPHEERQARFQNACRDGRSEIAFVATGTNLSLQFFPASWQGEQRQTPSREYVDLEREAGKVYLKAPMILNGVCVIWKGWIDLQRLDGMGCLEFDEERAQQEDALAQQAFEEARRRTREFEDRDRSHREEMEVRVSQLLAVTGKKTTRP
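CBFb-His/RUNX1-biotin, 30 nM each, preincubated 20 min RT; compound 15 min RT; Ni + streptavidin beads 50 ng each, 90 min RT; AlphaScreen read.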
aGal spleen mod – qHTS Assay for Inhibitors and Activators of Human alpha-Galactosidase From Spleen Homogenate. Alpha-galactosidase A (Homo sapiens), P06280. human spleen homogenate, 4MU-alpha-Gal fluorescence, 40 min. Potency, µM (series often up to 80 µM), for inactives: at the highest dose activity change, negative = inhibition, most hits filed as inhibitors. 240,000 compounds, 0.008% hits;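 further: potency means the concentration at half of the fitted maximal effect; 0% = enzyme with vehicle and -100% = no enzyme basal signal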
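Fluorogenic readout (Ex 365/Em 440 nm) of 4-methylumbelliferone released from 1 mM 4-MU-alpha-galactoside by spleen homogenate, 40 min at 37C, pH 5.0. Data normalized to no-enzyme and enzyme controls; Hill-equation AC50 from compound titrations.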
NPSR antag – qHTS Assay for Antagonists of the Neuropeptide S Receptor: cAMP Signal Transduction. CHO-NPSR cells, cAMP TR-FRET, antagonist mode. Q6W5P4. 220,000 compounds, 1% hits. AID 1461, 2008. Potency, µM (doses to about 38.3 µM), for inactives: at the highest dose activity change, negative = inhibition, most hits filed as inhibitors; further: potency means the concentration at half of the fitted maximal effect; on the % scale 0 is the no-effect control and ±100 the full control effect; nearly all actives have a fitted effect of over 50% in size; many of its hits are not listed in these tables
Target sequence (Q6W5P4 whole entry, looked up): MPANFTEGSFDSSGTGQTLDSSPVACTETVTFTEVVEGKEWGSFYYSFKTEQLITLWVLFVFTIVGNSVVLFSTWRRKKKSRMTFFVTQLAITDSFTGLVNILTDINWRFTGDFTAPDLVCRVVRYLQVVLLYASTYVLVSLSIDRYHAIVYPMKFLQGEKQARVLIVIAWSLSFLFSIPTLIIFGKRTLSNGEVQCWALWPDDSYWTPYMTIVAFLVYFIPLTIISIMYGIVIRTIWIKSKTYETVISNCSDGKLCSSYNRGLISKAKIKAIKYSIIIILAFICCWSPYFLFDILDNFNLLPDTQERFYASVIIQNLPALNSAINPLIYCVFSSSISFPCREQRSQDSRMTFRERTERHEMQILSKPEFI
Epigenetic derep – Quantitative High-Throughput Screen for Regulators of Epigenetic Control; murine LDR cells, GFP reporter derepression, 30 h; Potency, µM (doses to about 53.9 µM), without a hit: at the highest dose GFP activation, most hits filed as activators; 280,000 compounds, 0.2% hits; AID 1865, 2009; further: potency means the concentration at half of the fitted maximal effect; % of control where 0% means no effect; nearly all actives have a fitted effect of over 60% in size
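Readout is the number of GFP-expressing murine LDR cells, counted by cytometry following washing. Cells were treated with compound for 30 h at 37 C; the stably integrated CMV-GFP locus is normally silent.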
* hit, by the source's call; ? = inconclusive; nt = no result given; & = joins results of further samples; [ ] = remark or other dose. Unless noted, the call rests on the fitted dose curve; in most records, active means well fitted curve in the direction sought with a large enough effect; inconclusive means small, poorly fitted or top-dose-only effect, or another doubt; inactive means no such curve, though single readings can be large; an effect the other way counts as inactive or inconclusive. A portion of the library; the hit share may differ from the screen's.

structure	Epigenetic derep	Tau FP inhib	Tau fluor counter	TRb-SRC2 inh	TexasRed fluor	CBFb RUNX1 block	NPSR antag	aGal spleen mod
O=C(Cn1cc(C(=O)c2ccco2)c2ccccc21)NCc1ccco1	0.0%	-4.2%	-0.6%	-5.8%	-1.1%	-4.5%	-8.4%[46.1 µM]	-1.7%
CCOC(=O)C1CCN(c2ncnc3c2c(-c2ccccc2)cn3-c2ccc(C)c(Cl)c2)CC1	1.7%	?	-8.1%	2.0%	-1.4%	nt	nt	nt
COC(=O)[C@@]1(Cc2ccc(F)cc2)[C@H]2c3cc(C(=O)N(C)C)n(Cc4ccccn4)c3C[C@H]2CN1C(=O)c1ccccc1	0.2%&2.6%	-0.1%&-2.7%	-12.0%&-0.4%	2.9%&-4.3%	-3.7%&2.1%	-4.7%&-9.0%	-53.0%	1.8%&0.5%
O=C(CC1SC(N2CCOCC2)=NC1=O)Nc1cc([N+](=O)[O-])ccc1Cl (stereo not given)	-0.1%	3.5%	-4.4%	-0.3%	3.3%	-3.9%	5.9%	-9.4%
CCCCC(=O)NC(=S)Nc1cccc(NC(=O)CC)c1	-1.3%	3.1%	-1.8%	-2.7%	-0.4%	-5.1%	-5.0%[46.1 µM]	3.3%
O=C(Nc1cccc(-c2nc3ccccc3o2)c1)C(F)(F)F	-0.8%	?	-13.0%	0.7%	1.2%	nt	nt	nt
CCOc1ccc(OCCOCCn2ccnc2)cc1	0.0%	6.9%	0.9%	1.5%	-0.1%	-2.1%	2.3%[46.1 µM]	1.6%
CC1CCN(CCc2nc3cc(NC(=O)Nc4ccccc4)ccc3n2C)CC1	0.0%	-3.8%	-24.3%	-16.5%	-0.9%	5.9%	-23.3%[7.67 µM]	-6.7%
COc1ccccc1OCCCCNC(C)(C)C	-4.3%	-2.2%	-3.2%	1.8%	-6.0%	2.7%	18.4%[46.1 µM]	3.1%
Cc1ccc(/C=C2/C(=O)ON=C2c2ccccc2)o1	4.8%	-0.7%	-21.7%	2.7%	-3.1%	-14.8%	?	0.1%
CCCN(CCC)S(=O)(=O)c1ccc(Cl)c(OC)c1	-0.4%	3.9%	-12.1%	-5.1%	1.4%	?	-14.9%	4.5%
CC(=O)Nc1cccc(-c2nc3ccc(NC(C)=O)cc3s2)c1	-3.2%	-0.7%	-14.2%	-3.5%	-0.3%	-0.6%	-3.3%	8.8%
CCOc1ccccc1Nc1nc2ccccc2n2cnnc12	7.0%	-0.9%	-5.2%	3.6%	1.4%	-0.6%[2.36 µM]	1.7%	-1.9%
Cc1cc(C)c(NC(=O)Cn2nnc(-c3nc(-c4ccncc4)no3)c2N)c(C)c1	-1.1%	0.4%	5.5%	3.5%	-0.4%	nt	nt	nt
CC1=CSC2=NC(=O)/C(=C\c3cccn3-c3ccc([N+](=O)[O-])cc3)C(=N)N12	-0.9%	3.7%	1.4%	-9.4%	-0.2%	-3.1%	-7.8%	-5.9%

Laid out differently: entries from further up.
Second line of a record: Epigenetic derep | Tau FP inhib | Tau fluor counter | TRb-SRC2 inh | TexasRed fluor | CBFb RUNX1 block | NPSR antag | aGal spleen mod
> CCOc1ccc(OCCOCCn2ccnc2)cc1
  0.0% | 6.9% | 0.9% | 1.5% | -0.1% | -2.1% | 2.3%[46.1 µM] | 1.6%
> O=C(Cn1cc(C(=O)c2ccco2)c2ccccc21)NCc1ccco1
  0.0% | -4.2% | -0.6% | -5.8% | -1.1% | -4.5% | -8.4%[46.1 µM] | -1.7%

Additional structures:
structure	Epigenetic derep	Tau FP inhib	Tau fluor counter	TRb-SRC2 inh	TexasRed fluor	CBFb RUNX1 block	NPSR antag	aGal spleen mod
Oc1ccc(O)c(Cc2nc3ccccc3s2)c1	?	14.6%	?	-8.4%	20.2%	?	-5.4%	3.3%
COc1ccc(CCNC(=S)Nc2ccccc2)cc1	-3.3%	-1.5%	-20.6%	1.8%	-4.3%	-8.0%	47.0%	-4.7%
O=C(Nc1cc2c(oc1=O)CCCC2=O)c1ccc(Cl)cc1	-0.6%	5.8%	-3.2%	-4.5%	-4.0%	?	-11.4%[46.1 µM]	-4.0%
C=CCSc1nnc(-c2ccccc2N=Cc2c(C)[nH]n(-c3ccccc3)c2=O)c(=O)[nH]1	3.3%	-8.6%	-17.7%	2.3%	-3.1%	-22.3%	-10.1%[46.1 µM]	-7.1%
COc1cccc2sc(N)nc12	nt	nt	nt	4.2%	-3.6%	18.1%[21.7 µM]	nt	5.1%
CCc1nnc(NC(=O)c2ccc(S(=O)(=O)N(CC)Cc3ccccc3)cc2)o1	-1.1%	8.5%	?	3.1%	-7.1%	2.5%	-21.6%[46.1 µM]	11.3%
CCOc1ccc(Oc2c(/C=N/NC(=O)COc3ccccc3OC)c(C)nn2-c2ccccc2)cc1	0.7%	7.1%	-14.8%	-0.8%	-0.5%	-7.9%	-53.0%	-6.8%
CCC1(CC)NC(=O)N(CC(=O)OCn2nnc3ccccc3c2=O)C1=O	-5.4%	-0.1%	9.7%	11.6%	0.2%	1.2%	-3.6%[46.1 µM]	4.0%
CCc1ccc(Nc2cc(=O)n(C3CCCCC3)c(=O)[nH]2)cc1	0.9%	-2.9%	-28.3%	6.8%	3.3%	4.3%	3.9%[46.1 µM]	3.7%
CCCCn1c(-c2ccco2)n[nH]c1=S	-4.0%	-9.1%	2.5%	-3.3%	0.8%	?	-9.7%	-2.7%
COc1ccc(-c2cc(C(=O)c3c(N)n(C)c(=O)n(C)c3=O)c3ccccc3n2)cc1OC	-1.8%	?	-19.4%	-4.6%	-2.2%	10.1%	-0.5%	-3.9%
COC(=O)c1cnn2c1C(=O)N(Cc1cccs1)CC2	-0.3%	0.4%	6.2%	2.1%	-1.7%	-8.9%	6.2%	1.0%
COc1nc(Nc2cccc(C)c2)nc(N2CCCCC2)n1	1.0%	-9.5%	-19.0%	1.3%	-4.3%	8.7%	-15.0%[46.1 µM]	2.4%
COCCCNC(=O)CSc1nc2cc3c(cc2c(=O)n1CCCCCC(=O)NCCc1ccc(OC)c(OC)c1)OCO3	-1.3%	-3.7%	-2.7%	0.0%	-2.3%	nt	nt	nt
CCN(CC)CCCN1C(=O)C(O)=C(C(=O)c2ccco2)C1c1cc(OC)ccc1OC (stereo not given)	-1.6%	-3.7%	-1.4%	5.1%	3.0%	3.1%	-1.0%[46.1 µM]	-13.8%

Later entries:
structure	Epigenetic derep	Tau FP inhib	Tau fluor counter	TRb-SRC2 inh	TexasRed fluor	CBFb RUNX1 block	NPSR antag	aGal spleen mod
N#CCCN1CCn2c1nc1ccccc12	1.0%	-7.0%	-4.6%	-3.6%	1.7%	2.8%	-1.3%[46.1 µM]	2.4%
CCOCCCNC(=O)c1ccc(NC(C)=O)cc1	-0.1%	1.6%	0.7%	-0.8%	-7.1%	-6.9%	-9.9%[46.1 µM]	5.3%
CCn1c(SCC(=O)N/N=C/C=C/c2ccco2)nnc1-c1ccc(OC)cc1	-1.0%	12.2%	4.1%	-5.4%	1.8%	-15.0%	-7.0%	6.9%
O=C(CCc1ccccc1)NCc1ccccc1	0.0%	6.2%	0.5%	0.9%	-4.3%	8.2%	17.5%	-2.4%
O=C(C1CCN(c2nc3nonc3nc2N2CCCCC2)CC1)N1CCOCC1	-0.5%	-5.3%	-0.7%	2.8%	-4.1%	1.7%	-4.7%	-15.0%
CCn1cc(C(=O)N2CCN(c3ccc(OC)cc3)CC2)c(=O)c2cc(S(=O)(=O)N(C)C3CCCCC3)ccc21	9.8%	6.1%	-9.8%	-8.2%	-1.5%	nt	nt	nt
CCN1CCN(Cc2ccc(NC(=O)c3ccc(C)c(NC(=O)c4ccno4)c3)cc2C(F)(F)F)CC1	8.6%	-6.5%	-7.5%	1.5%	-1.5%	8.9%	6.1%	5.9%
CCc1cc2c(C)cc(C)cc2nc1SCC(=O)Nc1cc(C)on1	-1.8%	-3.1%	-2.7%	1.7%	-3.2%	1.4%	-20.4%	5.1%
C=CCn1c(SCc2cccc(C#N)c2)nnc1-c1ccccc1O	-0.8%	-8.2%	6.8%	-16.3%	2.4%	19.4%	27.9%[46.1 µM]	1.9%
COc1ccc(NC(=O)CSc2ncnc3c2cnn3CCc2ccccc2)cc1	-2.3%	3.2%	-18.7%	3.0%	2.4%	-1.9%	6.4%[46.1 µM]	8.4%
O=C(NNc1cc(Cl)ccc1Cl)C1CCC1	5.1%	-7.3%	-0.1%	-3.9%	-4.4%	3.3%	-17.6%[7.67 µM]	3.7%
CC(C)(C)CC(C)(C)NC(=S)Nc1ccc(S(=O)(=O)N2CCOCC2)cc1	-1.6%	?	?	-0.7%	-4.7%	14.5%	-22.6%	1.8%
CC(=O)Nc1ccc(N2C(=O)CC(Sc3nc4ccccc4s3)C2=O)cc1 (stereo not given)	-1.1%	-13.1%	-17.9%	-2.5%	2.0%	0.9%	-3.4%	-3.3%
Cc1c(Cl)cccc1NC(=O)Cn1c(=O)n(Cc2ccco2)c(=O)c2sc3ccccc3c21	-0.2%	-11.8%	-17.6%	-6.7%	-0.5%	nt	nt	nt
O=c1c2cc(NC(=S)NCCCN3CCC(Cc4ccccc4)CC3)ccc2nc2n1CCCCC2	-3.0%	1.5%	-21.8%	-10.9%	-0.7%	-16.2%	-5.3%	0.0%
CCOC(=O)CCCCC(=O)c1[nH]c(=O)[nH]c1CSc1nc2ccccc2[nH]1	1.0%	-14.0%	-2.2%	-22.7%	-1.7%	-22.4%	2.1%	-0.3%
